# Source: PubChem
# B2AR arrestin: qHTS assay of beta-arrestin-biased ligands of beta2-adrenergic receptor; Beta-2 adrenergic receptor (Homo sapiens), P07550; beta-arrestin recruitment to beta2AR, cell-based reporter; Potency, µM (series often up to 46.1 µM), for the others: at the highest dose activation, actives largely listed as activators; actives 0.02% (n = 330,000); AID 492947, 2010;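 note: potency is the fitted concentration of half-maximal effect; 0% = DMSO controls and full agonism = EC100 isoproterenol or metaproterenol; nearly all actives have a fitted effect of over 65% in size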
# Eya2 inh: qHTS Assay for Inhibitors of the Phosphatase Activity of Eya2 | recombinant Eya2, OMFP fluorescence dephosphorylation (OMFP is methylfluorescein phosphate) | Potency, µM (series often up to 76.9 µM), for the others: at the highest dose activity, negative = inhibition, most hits filed as inhibitors | actives 0.006% (n = 330,000); note: potency is the fitted concentration of half-maximal effect; % is set by controls: 0 for no effect and ±100 for the full control effect
# Target sequence (O00167 whole entry, looked up): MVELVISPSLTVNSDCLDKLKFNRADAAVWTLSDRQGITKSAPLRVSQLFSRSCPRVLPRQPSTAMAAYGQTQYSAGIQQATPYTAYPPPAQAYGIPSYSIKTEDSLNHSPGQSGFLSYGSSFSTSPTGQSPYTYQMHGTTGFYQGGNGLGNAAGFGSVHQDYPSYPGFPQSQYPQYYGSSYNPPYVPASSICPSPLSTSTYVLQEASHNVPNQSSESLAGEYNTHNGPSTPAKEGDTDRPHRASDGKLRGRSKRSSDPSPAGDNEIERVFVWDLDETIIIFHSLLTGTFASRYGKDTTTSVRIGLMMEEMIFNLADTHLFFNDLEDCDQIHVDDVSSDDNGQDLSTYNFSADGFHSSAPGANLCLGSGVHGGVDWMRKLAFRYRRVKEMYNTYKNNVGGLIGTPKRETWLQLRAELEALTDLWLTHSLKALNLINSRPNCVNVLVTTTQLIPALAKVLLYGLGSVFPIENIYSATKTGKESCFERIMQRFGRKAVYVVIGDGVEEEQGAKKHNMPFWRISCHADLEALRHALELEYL
#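 Eya2 protein (added as 0.2 uM solution) was preincubated with compound for 10 min at ambient temperature in 50 mM HEPES pH 7.5, 50 mM NaCl, 5 uM MgCl2, 0.05% BSA, 1 mM DTT. OMFP (added at 50 uM) then reacted 10 min; fluorescence read at 485/525 nm.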
# Mito fusion yeast: qHTS Assay for Small Molecule Inhibitors of Mitochondrial Division or Activators of Mitochondrial Fusion; S. cerevisiae fusion-defective mutant growth rescue, CellTiterGlo 48 h; Potency, µM (titrated, usually from 46.1 µM), for the others: at the top dose growth rescue (activation), most hits filed as activators; actives 0.23% (n = 320,000); AID 485298, 2010;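 note: potency is the fitted concentration of half-maximal effect; % of control where 0% means no effect; nearly all actives have a fitted effect of over 45% in size; temperature-sensitive fusion mutants such as fzo1-1 at 37 °C on non-fermentable ethanol glycerol medium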
#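 Temperature-sensitive fusion-defective S. cerevisiae (e.g. fzo1-1, mgm1-5) were grown with compound in YPEG medium (3% ethanol, 3% glycerol) for 48 hours at 37C. Growth rescue was measured as viability by CellTiterGlo luminescence after 10 minutes at ambient.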
# BCR signal inh: qHTS Assay to Find Inhibitors of Chronic Active B-Cell Receptor Signaling. AID 493014, 2011. actives 0.05% (n = 340,000). ABC-DLBCL IkBa-CBG/CBR reporter, luminescence ratio, 4 h. Potency, µM (top dose mostly 46.1 µM), inactives show at the top dose ratio change, negative = lower green/red ratio, hits mostly inhibitors; active = well fitted inhibition curve with a large enough effect in the signal ratio, with a control signal flat, not every such curve was filed as active; inconclusive = small, poorly fitted or top-dose-only effect, or effect the other way, or a change in a side signal; the % refers to the signal ratio;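 note: potency is the fitted concentration of half-maximal effect; plate controls were basal doxycycline-induced cells for no effect and cells given 10 µM MG132 for full effect; MG132 reads +100%, hits lower the ratio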
#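 TMD8 human ABC-DLBCL cells with doxycycline-inducible IκBα–green luciferase fusion and unfused red luciferase, in 0.5% FBS medium; compounds up to 46 uM, 4 h at 37C. Green/red luminescence ratio, filter-overlap corrected, fitted to concentration-response curves.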
# TSG101-PTAP inh: qHTS Assay for Iinhibitors of HIV-1 Budding by Blocking the Interaction of PTAP/TSG101. AID 493005, 2010. Potency, µM (doses to about 115 µM), for the others: top-dose activity change, negative = inhibition, actives largely listed as inhibitors. Fluorescence polarization, FITC-PTAP peptide / Tsg101 binding. 340,000 tested, under 10 active; active = well fitted inhibition curve with a large enough effect in the main read-out, with a control signal flat, not every such curve was filed as active; inconclusive = small, poorly fitted or top-dose-only effect, or effect the other way, or a change in a side signal; inactive = no such curve, though single readings can be large or run the other way; note: potency is the fitted concentration of half-maximal effect; % of control where 0% means no effect
#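 FP read-out: FITC-PTAP peptide, 50 nM final, binding Tsg101 binding domain, 10 uM final; 20 min, r.t.; 10 mM HEPES pH 7.5, 0.15 M NaCl, 0.01% Tween 20, 3 mM EDTA, 0.1 mM TCEP.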
# uPA surface inh: qHTS for Inhibitors of Cell Surface uPA Generation; cell surface uPA generation assay, qHTS; Potency, µM (series often up to 38.3 µM), for inactives: at the highest dose activity change, negative = inhibition, hits mostly inhibitors; actives 0.31% (n = 330,000); AID 540303, 2011; active = well fitted inhibition curve with a large enough effect; inconclusive = small, poorly fitted or top-dose-only effect; inactive = no such curve, though single readings can be large or run the other way; tested in mouse RAW 264.7 cells; note: potency is the fitted concentration of half-maximal effect; % is set by controls: 0 for no effect and ±100 for the full control effect; nearly all actives have a fitted effect of over 55% in size
# ELG1 DNA repair: qHTS screen for small molecules that inhibit ELG1-dependent DNA repair in human embryonic kidney (HEK293T) cells expressing luciferase-tagged ELG1 | HEK293T ELG1-luciferase reporter, luminescence, 16 h; DNA damage induced by 5-fluorouridine | actives 2.3% (n = 330,000) | Potency, µM (highest dose often 46.1 µM), for inactives: top-dose activity change, negative = inhibition, hits mostly inhibitors; note: potency is the fitted concentration of half-maximal effect; % is set by controls: 0 for no effect and ±100 for the full control effect; nearly all actives have a fitted effect of over 55% in size
#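 Quantitative HTS, concentration-response format. 2,000 cells/well co-treated with 5-fluorouridine and compound, 16 hr in 5% CO2 at 37 °C; ONE-Glo luminescence read after 30 min.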
# Tb PFK inh: qHTS Assay to Find Inhibitors of T. brucei phosphofructokinase. ATP-dependent 6-phosphofructokinase (Trypanosoma brucei brucei), O15648. T. brucei PFK, ADP-Glo luminescence. Potency, µM (doses to about 57.5 µM), inactives show at the highest dose activity, negative = inhibition, hits mostly inhibitors. actives 0.17% (n = 330,000). AID 485367, 2010;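 note: potency is the fitted concentration of half-maximal effect; 0% = uninhibited 1x PFK enzyme wells and -100% = no-enzyme wells; nearly all actives have a fitted effect of over 60% in size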
# Target sequence (O15648 whole entry, looked up): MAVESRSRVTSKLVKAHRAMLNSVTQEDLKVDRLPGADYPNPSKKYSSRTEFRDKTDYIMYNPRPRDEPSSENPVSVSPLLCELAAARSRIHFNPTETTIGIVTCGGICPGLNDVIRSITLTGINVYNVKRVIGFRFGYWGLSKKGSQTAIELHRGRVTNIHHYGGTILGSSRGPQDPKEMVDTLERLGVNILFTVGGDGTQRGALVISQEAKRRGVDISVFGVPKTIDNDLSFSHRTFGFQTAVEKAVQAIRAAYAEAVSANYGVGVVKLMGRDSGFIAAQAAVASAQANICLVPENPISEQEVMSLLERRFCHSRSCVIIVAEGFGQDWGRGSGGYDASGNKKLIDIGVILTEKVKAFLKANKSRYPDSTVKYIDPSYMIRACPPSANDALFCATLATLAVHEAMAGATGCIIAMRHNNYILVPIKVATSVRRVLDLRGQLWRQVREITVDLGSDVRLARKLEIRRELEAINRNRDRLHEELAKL
#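 Compounds were pin-transferred as a titration series up to 57 uM into substrate buffer (0.5 mM F6P, 0.1 mM ATP, pH 8.0), then 1.25 nM PFK was added and reactions ran 45 min before ADP-Glo detection.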
# TSHR antagonist: Antagonists of the Thyroid Stimulating Hormone Receptor: HTS campaign; Thyrotropin receptor (Homo sapiens), P16473; TSHR-expressing cells, TSH-stimulated cAMP HTRF, 2 h; stronger effect = lower value; activity change, negative = inhibition, % at 11.5 µM; actives 0.2% (n = 330,000); AID 504810, 2011;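 active = activity change below a set negative limit, meaning inhibition stronger than a set level, cut at about -70% in these data; inconclusive = activity change between two set negative limits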; note: % is set by controls: 0 for no effect and ±100 for the full control effect
#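 TSHR-expressing cells, 200/well, pre-treated with compound, then stimulated with EC80 TSH (4nM final) for 2 hours at 37 deg C. cAMP measured by competitive HTRF: anti-cAMP cryptate antibody in lysis buffer plus cAMP-d2, read after 30 minutes at room temperature.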
# USP2a block: qHTS Assay for Inhibitors of Ubiquitin-specific Protease USP2a Using CHOP2 as the Reporter | actives 0.01% (n = 330,000) | USP2 core, Ub-CHOP2 coupled fluorogenic reporter, 485/531 | AID 463254, 2010 | Potency, µM (series often up to 38.3 µM), inactives show top-dose activity change, negative = inhibition, hits mostly inhibitors;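 note: potency is the fitted concentration of half-maximal effect; plate controls were DMSO wells for no effect and full inhibition by NEM control for full effect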
#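 Deubiquitinase activity read as fluorescence (485/531 nm) after Ub-CHOP2 cleavage activates the enterokinase reporter on its substrate; USP2 core 10nM, Ub-CHOP2 and substrate 25nM each, 30min compound preincubation then 60min RT; data normalized to NEM, curves fitted.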
# TCR act: Activators of T cell receptors: qHTS campaign; Potency, µM (highest dose often 9.22 µM), without a hit: at the top dose activation of IL-2 secretion, hits mostly activators; primary human leukocytes, anti-CD3, IL-2 HTRF, 48 h; 330,000 tested, under 10 active; note: % of control where 0% means no effect
#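 IL-2 produced over 48 hr by a-CD3 bead-stimulated primary human leukocytes exposed to compounds was detected with a homogeneous time-resolved FRET immunoassay, 665nm acceptor signal after 320nm excitation.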
# Starred values were filed as active, the others as inactive; ? = inconclusive; nt = no result given; [ ] = remark or other dose. Unless noted, calls come from the whole dose curve; as a rule, active = well fitted curve in the direction sought with a large enough effect; inconclusive = small, poorly fitted or top-dose-only effect, or another doubt; inactive = no such curve, though single readings can be large; an effect the other way counts as inactive or inconclusive.
SMILES,B2AR arrestin,Eya2 inh,Mito fusion yeast,BCR signal inh,TSG101-PTAP inh,uPA surface inh,ELG1 DNA repair,Tb PFK inh,TSHR antagonist,USP2a block,TCR act
CC(C)Cc1nc(NCCN2CCOCC2)c(C#N)c2c1COC(C)(C)C2,-2.3%,13.4%,-34.4%[inhibitor],-2.1%,0.3%,-1.5%,?,-6.8%,-6.3,-1.2%,-6.6%
CCOC(=O)Cc1c(C)nc2c(C#N)c[nH]n2c1=O,0.0%,3.1%,-1.6%,-8.0%,nt,25.1%,1.8%,1.6%,4.2,-0.5%,nt
COc1ccc(C(=O)Oc2ccc(C(=S)N3CCOCC3)cc2)cc1,-0.6%,7.3%,-1.0%,-1.6%,-5.5%,2.5%,-3.0%,-12.9%,-3.9,0.6%,0.6%
O=C(CCC(=O)NC1CCCCC1)NCc1ccc(F)cc1,-1.0%,8.1%,2.6%,-0.3%,1.2%,5.6%,-3.5%,-1.7%,-2.7,-0.8%,9.9%
O=C(c1ccccc1)N(Cc1ccc(F)cc1)Cc1nc2ccccc2c(=O)[nH]1,-0.7%,-0.4%,13.0%,-9.2%,-12.2%,3.4%,-29.7%,3.2%,-2.1,-0.9%,-10.3%[46.1 µM]
O=C(c1cnc(N2CCN(c3ccccn3)CC2)c2ccccc12)N1CCN(c2cccc(Cl)c2)CC1,0.0%,-6.0%,12.5%,4.3%,-1.6%,-6.1%,4.61µM*,-3.5%,-39.0,-2.7%,-6.5%
CCCNC(=O)Cn1sc2nc(C)cc(C)c2c1=O,-0.7%,-20.1%,12.7%,10.7%,-1.4%,-1.6%,23.7%,8.49µM*,19.3,-1.6%,-1.0%
C=CCNc1nc(Cl)nc(NCc2ccco2)n1,-0.6%,-2.8%,0.6%,-1.3%,-0.5%,-0.7%,1.7%,-0.2%,-4.7,0.8%,nt
Cc1noc(C(=O)Nc2ccc(C#N)cc2)c1Cl,0.5%,-1.4%,-38.2%[inhibitor],8.2%,-7.7%,3.4%,14.0%,1.2%,4.2,1.1%,-0.3%
COc1ccc(C(C)(C)C)cc1NC(=O)C1CC=CCC1C(=O)O (stereo unspecified),-0.6%,0.0%,1.8%,1.9%,1.1%,9.4%,-3.6%,2.4%,-4.4,2.5%,0.9%
CC(C)OCCCNC(=O)c1ccc(Br)cc1,0.1%,5.4%,-4.9%,9.0%,-1.2%,-0.7%,?,-1.7%,7.4,1.4%,2.1%
CCCNC(=O)c1onc(CSc2ccccn2)c1C(=O)NCCC,-0.4%,3.7%,2.5%,10.6%,-0.8%,2.8%,7.5%,-10.2%,-7.7,11.4%,-1.5%
COc1ccc(NC(C)=O)cc1NC(=O)c1cccc(C(F)(F)F)c1,0.0%,8.8%,-4.9%,-5.6%,-1.1%,-1.8%,11.1%,-1.8%,-2.9,4.0%,2.2%
CC(=O)Nc1ccc(S(=O)(=O)N(C)CC(=O)N/N=C/c2cccc(O)c2)cc1,0.0%,-18.8%,-0.8%,1.0%,-2.1%,5.6%,6.5%,1.4%,2.5,11.1%,-12.3%
CCCCN(CC)CCCNC(=O)C1CCN(c2ncnc3c2sc2cccc(F)c23)CC1,-1.0%,5.6%,13.4%,10.2%,-5.6%,nt,10.7%,-5.1%,2.8,1.4%,-9.0%
Cc1ccccc1C(=O)NNC(=O)c1ccc(F)cc1,-0.8%,6.0%,-4.8%,?,-4.8%,2.4%,?,0.8%,-5.1,3.2%,-1.3%
CCc1nccn1CCC(=O)N1CCCC(Nc2ccc(F)cc2)C1 (stereo unspecified),0.1%,-3.0%,-7.2%,3.1%,-0.4%,-0.1%,1.4%,-2.4%,-10.5,0.3%,-2.9%
COc1ccc(C(=O)N2CCN(c3ccc([N+](=O)[O-])c(-n4nc(C)cc4C)c3)CC2)cc1,-0.3%,-1.5%,5.2%,-5.1%,0.1%,-2.6%,-4.8%,-4.1%,-8.5,1.4%,-2.0%[46.1 µM]
O=c1[nH]c(Nc2ccccc2)cc2ccccc12,-0.6%,?,3.5%,?,-11.3%,-1.3%,1.6%,-1.0%,44.9,6.3%,6.4%
COc1cccc(-n2c(Cc3cc(=O)[nH]c(=O)[nH]3)nnc2SCC(=O)N2CCCC2)c1,0.0%,2.2%,2.2%,-2.3%,-11.4%,5.2%,1.4%,-1.1%,-0.7,1.5%,nt
COc1cccc(Nc2nnc(SCN3C(=O)c4ccccc4C3=O)s2)c1,-1.4%,1.2%,-1.6%,?,-2.7%,2.1%,?,0.3%,-2.6,2.3%,3.7%[46.1 µM]
O=C(NC(=S)Nc1cccc([N+](=O)[O-])c1)C1CCCC1,0.3%,5.5%,7.0%,?,-4.7%,-0.6%,5.3%,-18.4%,10.1,-5.0%,-5.0%
CN1CCN(c2ncc(CN3C(=O)c4ccccc4C3=O)s2)CC1,0.2%,-15.4%,-1.2%,-7.7%,-3.9%,-2.5%,-10.5%,-4.6%,9.8,3.6%,7.8%
COc1ccc(C)cc1NC(=O)C1CCCN1S(=O)(=O)c1ccccc1F (stereo unspecified),0.3%,-3.4%,9.4%,-1.1%,-2.5%,-27.5%,?,7.0%,-4.5,2.7%,-8.6%
S=C1NCN(C2CCCCC2)CN1Cc1ccccc1,5.0%,11.7%,-7.1%,-2.6%,-2.1%,-5.3%,1.7%,1.9%,1.3,3.6%,-1.9%[46.1 µM]
O=C(CCS(=O)(=O)Cc1ccccc1F)N1CCc2ccccc2C1,0.1%,-1.9%,1.9%,-4.9%,-5.1%,-4.2%,0.2%,1.5%,2.0,0.6%,-4.7%
CCOC(=O)C(=CNc1cccc(N)n1)C(=O)OCC,0.2%,5.8%,7.6%,-8.8%,-3.1%,-5.7%,-10.9%,-0.4%,1.7,-0.5%,-12.9%
Cc1ccc(-n2c(=O)cc(N3CCN(C(=O)c4ccco4)CC3)[nH]c2=O)cc1,0.1%,6.3%,-3.5%,0.3%,5.5%,-1.0%,-9.0%,-3.0%,0.4,-0.1%,3.8%
Cc1[nH]c(=O)nc2c1CCC2,-0.4%,-2.6%,7.3%,1.0%,-5.0%,2.3%,10.0%,-0.7%,-2.9,2.6%,-3.6%
COc1ccc(-c2nc(CS(=O)CC(=O)N3CCN(C)CC3)c(C)o2)cc1OC (stereo unspecified),0.2%,4.7%,7.0%,-21.8%,-2.1%,-6.9%,6.7%,-6.4%,-3.3,0.6%,-2.0%
CCCCCC(=O)Nc1cccc(C2=NOC3(C2)C[C@H](C(N)=O)N(C(=O)CC#N)C3)c1 (stereo partly specified),-0.6%,0.5%,2.7%,2.8%,nt,nt,?,?,9.2,10.2%,nt
CSc1ccc(S(=O)(=O)N(CC(=O)NCc2ccccn2)c2ccc(C)cc2)cc1,-0.8%,-1.6%,10.6%,8.7%,-4.4%,3.4%,7.7%,-1.6%,13.5,-6.4%,-0.3%
CCCN(CCC)C(=O)CCS(=O)(=O)c1cccc2nsnc12,-3.4%,4.9%,-0.1%,-0.5%,-7.9%,-0.8%,-2.0%,2.8%,-16.1,1.6%,-1.4%
Cc1ccccc1OCCn1c(=O)oc2ccccc21,-0.6%,-3.1%,20.8%,-0.3%,-0.5%,-2.2%,22.4%,17.0%,-7.4,2.8%,0.7%
COC(=O)c1c(-c2ccccc2)csc1NC(=O)c1ccco1,-0.3%,25.5%,-2.0%,?,-2.3%,-10.2%,?,7.1%,3.7,-1.4%,-3.4%
